Compound activity from PubChem.
HPDE-C7 viability: cytotoxicity in HPDE-C7 cells, cell-based, fluorescence, HTS (AID 430). one-dose cytotoxicity, % at 10 µM; EC50 in µM for titrated hits. HPDE-C7 pancreatic duct cells viability, fluorescence; higher % means a stronger effect. 63,000 compounds, 1.8% hits;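 note: cells exposed to compound for 48 hours before viability readout; 0% = vehicle and 100% = reference cytotoxic drug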
Spn MK inh: blocks S. pneumoniae mevalonate kinase. purified MK, PK/LDH-coupled NADH absorbance 340 nm. inhibition, % at 10 µM. 65,000 compounds, 0.48% hits. AID 555;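 active = ranked among the strongest by inhibition in the single 10 µM screen, a fixed top-ranked set picked for dose follow-up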; note: no value below 0 was filed
HPDE-C7K KRASV12: cytotoxicity in KRAS-transformed pancreatic duct cells, primary screen, cell-based, fluorescence, HTS (AID 431); HPDE-C7K KRASV12 cells, Alamar Blue viability, 48 h; higher % means a stronger effect; cytotoxicity, % at 10 µM; hits with a dose series show EC50 in µM; 63,000 compounds, 1.7% hits;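 active = compounds whose percent cytotoxicity in the single-dose primary screen, scaled between solvent and toxic-drug controls, exceeds 50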;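 note: 0% = DMSO solvent wells and 100% = doxorubicin-treated wells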
TNAP inhibition: human TNAP enzyme inhibitors, biochemical, luminescent (AID 518). purified TNAP enzyme, luminescent substrate readout; higher % means a stronger effect. inhibition, % at 20 µM, or IC50 in µM where a hit was titrated. 64,000 compounds, 0.09% hits; in the data active = a potency from the dose series; inactive = the rest, 99 in 100 with inhibition below about 22%;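 note: plate controls were vehicle for no effect and reference inhibitor for full effect; many of its hits are not listed in these tables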
LYP inhibition: LYP phosphatase inhibitors, primary screen, biochemical, DiFMUP fluorescence, recombinant catalytic domain, 10 µM (AID 606); recombinant LYP catalytic domain, DiFMUP fluorescence; higher % means a stronger effect; inhibition, % at 10 µM; hits with a dose series show IC50 in µM; 52,000 tested, under 10 active;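 active = IC50 under 40 µM in the dose-response test; inactive = IC50 of 40 µM or more, or never dose-tested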
HT1080 cytotoxicity: HT1080 cell viability loss – fluorescence readout (AID 620); HT1080 viability, fluorescence; higher % means a stronger effect; cytotoxicity, % at 10 µM; hits with a dose series show EC50 in µM; 87,000 compounds, 0.42% hits;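 note: cells exposed to compound overnight then 4 h with Alamar Blue; 0% = vehicle DMSO and 100% = killing control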
Spn DPM-DC inh: inhibitors of Streptococcus pneumoniae diphosphomevalonate decarboxylase; 65,000 compounds, 0.49% hits; AID 556; purified DPM-DC, PK/LDH coupled NADH fluorescence; calls only at 10 µM;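 active = the 320 compounds with the highest percent inhibition in the single-dose primary screen, excluding strongly autofluorescent ones, cut at about 32% in these data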;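 note: kinetic rate of NADH fluorescence loss reporting ADP formed by the decarboxylase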
Bfl-1 inhibitors: Bfl-1 inhibitors, primary screen, biochemical, fluorescence polarization, FITC-Bid, mouse (AID 432). FITC-Bid BH3 peptide fluorescence polarization displacement; higher % means a stronger effect. one-dose displacement, % at 20 µM; IC50 in µM for titrated hits. 64,000 compounds, 0.02% hits; in the data active = a potency from the dose series; inactive = the rest, 99 in 100 with displacement below about 15%; note: strong numbers were not always called active
Spn PMK inh: S. pneumoniae PMK inhibition | purified PMK, PK/LDH-coupled NADH absorbance 340 nm | inhibition, % at 10 µM | 65,000 compounds, 0.49% hits;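 active = top-ranked compounds by inhibition in the single 10 µM screen, taking a fixed number of the strongest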;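 note: 0% = full reaction with DMSO carrier and 100% = background rate without enzyme reaction; no value below 0 was filed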
Spn PMK inh pilot replicates: further read-out of Spn PMK inh, marked with its call; inhibition, %; measured here: pilot screen replicates
Spn MK inh pilot replicates: recorded beside Spn MK inh, whose call it bears; inhibition, %; measured here: pilot screen replicates
Spn DPM-DC inh pilot screen %: further read-out of Spn DPM-DC inh, marked with its call; inhibition, %; measured here: pilot screen trials
* marks the source's active call; other numbers are inactive results; i = inactive; . = no result given. Cut-off read from the data, not from the text of the source, unless noted: active = cytotoxicity above about 50%; inactive = the rest.

SMILES	HPDE-C7 viability	Spn MK inh	HPDE-C7K KRASV12	TNAP inhibition	LYP inhibition	HT1080 cytotoxicity	Spn DPM-DC inh	Bfl-1 inhibitors	Spn PMK inh	others
CCN1CCN(Cc2ccc(NC(=O)Nc3ccccc3Cl)cc2)CC1	-3%	6	-1%	6%	6%	-2%	i	-3%	0
CC(C)(NO)/C(=N/O)c1cccs1	-26%	3	-20%	16%	0%	10%	i	-6%	6
CCOC(=O)c1c(C)c(C(=O)NC2CCCCCC2)c(C)n1C	-3%	1	-6%	6%	.	-1%	i	1%	13
Cc1nc(C)c(-c2csc(NCc3ccco3)n2)s1	-22%	8	-15%	15%	0%	-16%	i	-2%	16
COc1ccc(-c2nn(-c3ccccc3)cc2C(=O)NCCCn2ccnc2)cc1	7%	1	-2%	-12%	17%	-11%	i	4%	10
N#Cc1nc(COc2ccccc2Cl)oc1N1CCCCCC1	-10%	4	7%	17%	1%	1%	i	6%	0	Spn PMK inh pilot replicates=1.0;Spn MK inh pilot replicates=0.0;Spn DPM-DC inh pilot screen %=0.0
COC(=O)c1cn(NC(=O)C2CCCCC2)c(=O)c2ccccc12	-16%	24	-15%	6%	0%	14%	i	1%	0
COc1ccc(CC(=O)Nc2ccc(OC)c(NC(=O)c3ccco3)c2)cc1	2%	7	18%	12%	2%	4%	i	-4%	4	Spn PMK inh pilot replicates=0.0;Spn MK inh pilot replicates=0.5;Spn DPM-DC inh pilot screen %=0.0
O=C(COC(=O)c1cc[n+]([O-])cc1)Nc1ccc2c(c1)OCCO2	-1%	1	5%	10%	0%	1%	i	3%	11
O=C(Cc1cccs1)Nc1nnc(SCC(=O)NC2CCCCC2)s1	-5%	12	-2%	7%	.	0%	i	-8%	15
O=C(CCn1cnc2ccccc2c1=O)Nc1ccc(S(=O)(=O)N2CCCCC2)cc1	-6%	6	-7%	5%	12%	-1%	i	-2%	0
COc1ccc(OC)c(C2=Nn3c(nnc3-c3ccncc3)SC2)c1	4%	5	-6%	10%	3%	2%	i	0%	13
Cc1nnc(SCSc2nnc(C)s2)s1	-17%	11	-15%	10%	9%	5%	i	-3%	11
CCN1C(=O)C(O)(CC(=O)c2ccc3c(c2)OCCO3)c2ccccc21 (stereo not drawn)	-6%	6	5%	5%	3%	-8%	i	6%	11
c1ccc(-n2ncc3c2ncn2nnnc32)cc1	-2%	5	4%	12%	-5%	-1%	i	-2%	11
Cc1ccc(N2C(=O)SC(N(CC(=O)O)c3cccc(C)c3)C2=O)cc1 (stereo not drawn)	0%	9	0%	4%	.	0%	i	-8%	5
O=C(CCC(=O)N(CC(=O)NC1CCCC1)C1CCCC1)Nc1ccccn1	-16%	9	-7%	8%	.	0%	i	0%	13
CC1CN(S(=O)(=O)Cc2ccccc2)CC(C)O1 (stereo not drawn)	-12%	3	-18%	1%	-7%	-5%	i	-3%	9
Cc1cc(CN(C)C)c(O)c(C2(C)CCCCC2)c1	-6%	8	-11%	12%	12%	-4%	i	0%	7
COc1ccc(CC2CCOC2=O)cc1 (stereo not drawn)	.	5	.	14%	-1%	-4%	i	-2%	7
COc1cccc(OC)c1C(=O)Nn1c(C2CCC2)nc2ccccc2c1=O	-7%	0	-10%	7%	12%	-15%	i	-4%	21
Cc1cccc(N2C(=O)C3C4C=CC(C4)C3C2=O)c1 (stereo not drawn)	0%	10	9%	11%	.	4%	i	-3%	21
CCCCCCSC1=C(C#N)C(c2ccccc2)CC(=O)N1 (stereo not drawn)	2%	1	9%	12%	7%	2%	i	-15%	5
CCOC(=O)C1CCN(c2nc3ccccc3nc2C(C#N)C(=O)OC(C)C)CC1 (stereo not drawn)	12%	0	63%*	19%	5%	9%	i	-20%	0	Spn PMK inh pilot replicates=0.0;Spn MK inh pilot replicates=0.0;Spn DPM-DC inh pilot screen %=0.0
CCC(Sc1nncn1C)C(=O)Nc1nnc(-c2ccccc2Cl)s1 (stereo not drawn)	4%	3	11%	4%	.	9%	i	-5%	0
C=CCOc1c(OC)cc(Cl)cc1C1NC(=O)NC(C)=C1C(C)=O (stereo not drawn)	-1%	8	5%	1%	10%	-3%	i	1%	1
Cc1sc2ncnc(NCC(c3ccco3)N(C)C)c2c1C (stereo not drawn)	-4%	56*	-8%	12%	0%	-2%	i	-6%	30*
COc1cc(CNc2ccccc2SC)ccc1O	6%	6	14%	8%	.	-6%	i	1%	0
Cc1ccc(N2C(=O)c3ccccc3C2=O)cc1Cl	-11%	.	-26%	7%	15%	3%	i	-2%	9
Cc1noc(C)c1CSCC(=O)NC1=NCCS1	-7%	13	7%	9%	-13%	6%	i	3%	0
CC(NC(=O)c1cnc2n(c1=O)CCS2)c1ccccc1 (stereo not drawn)	0%	5	-9%	9%	-7%	-5%	i	-3%	9
O=C(Nc1ccc(F)cc1F)c1cc(-c2ccco2)on1	-5%	8	-7%	4%	-3%	-3%	i	-4%	3
Cc1noc(C)c1COC(=O)c1cc(=O)[nH]c2ccccc12	-3%	9	-7%	-2%	.	-8%	i	-4%	4
CCc1nc(SCC(=O)Nc2ccc3c(c2)OCCO3)c2oc3ccccc3c2n1	9%	4	8%	8%	0%	4%	i	-4%	18
COc1cc(C2c3c(oc4c(C)cc(C)cc4c3=O)C(=O)N2Cc2cccnc2)cc(OC)c1OC (stereo not drawn)	-4%	8	2%	4%	3%	-2%	i	3%	16	Spn PMK inh pilot replicates=0.0;Spn MK inh pilot replicates=0.5;Spn DPM-DC inh pilot screen %=2.5
CC(C)c1c(O)nc(SCCN(C)C)[nH]c1=O	7%	11	0%	6%	6%	-5%	i	0%	9
COC(=O)c1cccc(NC(=O)CSc2ncn[nH]2)c1	3%	7	9%	13%	-7%	-2%	i	2%	4
COC(=O)c1cccc(NCN2C(=O)c3ccccc3C2=O)c1	-14%	7	-23%	10%	.	-7%	i	0%	0
CCN(CC)c1ccc(NC(=O)C2CCCN(S(=O)(=O)c3cnc[nH]3)C2)c(C)c1 (stereo not drawn)	5%	1	3%	11%	1%	1%	i	-6%	2
COCC(=O)NC1CC2CCCC(C1)N2Cc1ccccc1 (stereo not drawn)	2%	7	8%	12%	.	-4%	i	-8%	15
CC(=O)SCC(=O)N=c1sc2cc(F)ccc2n1C	17%	2	2%	5%	17%	20%	i	-1%	1	Spn PMK inh pilot replicates=2.0;Spn MK inh pilot replicates=8.5;Spn DPM-DC inh pilot screen %=5.0
CCc1cc2c(NCCO)ncnc2s1	9%	4	2%	8%	.	1%	i	-3%	11
COc1cccc2cc(C(=O)n3ccc(C)n3)c(=O)oc12	-2%	7	-4%	20%	8%	.	i	0%	9	Spn PMK inh pilot replicates=0.5;Spn MK inh pilot replicates=0.5;Spn DPM-DC inh pilot screen %=5.0
COc1cccc(NC(=O)CSc2nnc(Cc3cccn3C)n2-c2ccc(F)cc2)c1	-5%	5	-1%	13%	21%	0%	i	-4%	10	Spn PMK inh pilot replicates=0.0;Spn MK inh pilot replicates=1.0;Spn DPM-DC inh pilot screen %=4.0
Cc1ccc(C)c(Cn2nnc3c(=O)[nH]c(C4CCCN(C(=O)C5CCC5)C4)nc32)c1 (stereo not drawn)	8%	0	29%	8%	-6%	14%	i	0%	16
OCc1nc2ccccc2n1CCCOc1ccc(Br)cc1	-13%	12	-19%	-9%	-1%	5%	i	-7%	6
CCc1ccc(-c2nc(-c3ccncc3)no2)cc1	-5%	12	11%	8%	.	-7%	i	-1%	3
CCOc1cc(C2C(C#N)=C(N)SC(N)=C2C#N)ccc1OCCN1CCOCC1	7%	0	4%	5%	.	5%	i	-27%	0
CC1CCCC(C)N1C(=O)CSc1nc2ncnc(N)c2[nH]1 (stereo not drawn)	-1%	5	12%	48%	-7%	6%	i	-3%	0
O=C(NCc1n[nH]c(=S)n1-c1ccc(F)cc1)c1ccc(S(=O)(=O)N2CCCC2)cc1	-11%	7	-22%	2%	8%	.	i	-21%	3
CCc1ccc(OCC(=O)Nc2ncc3c(n2)CC(C)(C)CC3=O)cc1	-1%	3	4%	3%	7%	-6%	i	-4%	5
COc1ccc(S(=O)(=O)N2CCCC(C(=O)NCc3ccccn3)C2)cc1 (stereo not drawn)	12%	6	17%	15%	-6%	-5%	i	-3%	3	Spn PMK inh pilot replicates=5.5;Spn MK inh pilot replicates=3.5;Spn DPM-DC inh pilot screen %=1.5
COc1ccc(OCC(O)Cn2c(=N)n(Cc3ccccc3)c3ccccc32)cc1 (stereo not drawn)	22%	13	22%	1%	.	8%	i	-8%	16

In the list so far, ten have a halogen.
SMILES	HPDE-C7 viability	Spn MK inh	HPDE-C7K KRASV12	TNAP inhibition	LYP inhibition	HT1080 cytotoxicity	Spn DPM-DC inh	Bfl-1 inhibitors	Spn PMK inh	others
CCN1CCN(Cc2ccc(NC(=O)Nc3ccccc3Cl)cc2)CC1	-3%	6	-1%	6%	6%	-2%	i	-3%	0
N#Cc1nc(COc2ccccc2Cl)oc1N1CCCCCC1	-10%	4	7%	17%	1%	1%	i	6%	0	Spn PMK inh pilot replicates=1.0;Spn MK inh pilot replicates=0.0;Spn DPM-DC inh pilot screen %=0.0
CCC(Sc1nncn1C)C(=O)Nc1nnc(-c2ccccc2Cl)s1 (stereo not drawn)	4%	3	11%	4%	.	9%	i	-5%	0
C=CCOc1c(OC)cc(Cl)cc1C1NC(=O)NC(C)=C1C(C)=O (stereo not drawn)	-1%	8	5%	1%	10%	-3%	i	1%	1
Cc1ccc(N2C(=O)c3ccccc3C2=O)cc1Cl	-11%	.	-26%	7%	15%	3%	i	-2%	9
O=C(Nc1ccc(F)cc1F)c1cc(-c2ccco2)on1	-5%	8	-7%	4%	-3%	-3%	i	-4%	3
CC(=O)SCC(=O)N=c1sc2cc(F)ccc2n1C	17%	2	2%	5%	17%	20%	i	-1%	1	Spn PMK inh pilot replicates=2.0;Spn MK inh pilot replicates=8.5;Spn DPM-DC inh pilot screen %=5.0
COc1cccc(NC(=O)CSc2nnc(Cc3cccn3C)n2-c2ccc(F)cc2)c1	-5%	5	-1%	13%	21%	0%	i	-4%	10	Spn PMK inh pilot replicates=0.0;Spn MK inh pilot replicates=1.0;Spn DPM-DC inh pilot screen %=4.0
OCc1nc2ccccc2n1CCCOc1ccc(Br)cc1	-13%	12	-19%	-9%	-1%	5%	i	-7%	6
O=C(NCc1n[nH]c(=S)n1-c1ccc(F)cc1)c1ccc(S(=O)(=O)N2CCCC2)cc1	-11%	7	-22%	2%	8%	.	i	-21%	3
